# AID2073: inhibitors of Mint1-CaV2.2 protein interaction, biochemical, HTRF (AID 2073) | Voltage-dependent N-type calcium channel subunit alpha-1B (Homo sapiens) | HTRF protein-protein interaction, Mint1-CaV2.2; higher % means a stronger effect | inhibition, % at 20 µM; hits with a dose series show IC50 in µM | 290,000 compounds, 0.19% hits; in the data active = inhibition mostly above about 51%, no sharp cut-off; inconclusive = no clear call, values can overlap the other calls; inactive = mostly below about 53%; note: some results filed as inactive read as strong as hits
# HIV fusion peptide: inhibitors of HIV fusion peptide binding, primary screen, biochemical, uHTS, fluorescence dequenching (AID 1986); cell-free peptide binding, fluorescence dequenching, 30 min; higher % means a stronger effect; one-dose inhibition, % at 20 µM; IC50 in µM for titrated hits; 290,000 compounds, 0.3% hits; in the data active = inhibition mostly above about 52%, no sharp cut-off; inactive = mostly below about 76%; note: some results filed as inactive read as strong as hits
# SV40 large T antigen: SV40 large T antigen inhibitors, biochemical (AID 1903) | one-dose inhibition, % at 20 µM; IC50 in µM for titrated hits | SV40 large T antigen ATPase/helicase inhibition assay; higher % means a stronger effect | 310,000 compounds, 0.39% hits; in the data active = a potency from the dose series; inconclusive = inhibition mostly from about 32% at the one dose, without a potency; inactive = the rest, 99 in 100 with inhibition below about 32%; note: strong numbers were not always called active
# MgcRacGAP inhibition: MgcRacGAP GTPase-activating activity inhibitors, confirmation, biochemical, ADP Hunter fluorescence; Rac GTPase-activating protein 1 (Homo sapiens); 340,000 compounds, 0.6% hits; MgcRacGAP-stimulated Rac1 GTP hydrolysis, ADP Hunter fluorescence; higher % means a stronger effect; GST-tagged Rac1 F28L mutant substrate; inhibition, % at 30 µM, or IC50 in µM where a hit was titrated; AID 624330, 2012;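 active = first-screen hits whose inhibition reached a set limit at any dose in the follow-up dose series; inconclusive = inhibition above the set first-screen limit but never retested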;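 note: fluorescence reports GDP produced by GAP-driven GTP hydrolysis; strong numbers were not always called active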
# Dengue-2 NS5 capping: Dengue-2 NS5 methyltransferase inhibitors, primary screen, biochemical, confirmation dose response (AID 588689) | Genome polyprotein (Dengue virus type 2 (strain 16681-PDK53)) | Dengue-2 NS5 methyltransferase capping enzyme assay, biochemical; higher % means a stronger effect | one-dose inhibition, % at 25 µM; IC50 in µM for titrated hits | 340,000 compounds, 0.3% hits; in the data active = a potency from the dose series; inconclusive = inhibition above about 29% without an active follow-up result
# RSV antiviral HEp-2: RSV antiviral activity via CPE protection, HEp-2 cells, primary 10 µM value included (AID 2391); 310,000 compounds, 0.13% hits; HEp-2 cells, RSV-induced CPE inhibition; higher % means a stronger effect; one-dose CPE inhibition, % at 10 µM; IC50 in µM for titrated hits; in the data active = a potency from the dose series; inconclusive = CPE inhibition mostly from about 23% at the one dose, without a potency; inactive = the rest, 99 in 100 with CPE inhibition below about 21%; note: strong numbers were not always called active
# XIAP antagonists: XIAP antagonists, biochemical, IAP family, fluorescence polarization (AID 1018); one-dose displacement, % at 20 µM; IC50 in µM for titrated hits; XIAP BIR domain, fluorescence polarization peptide displacement; higher % means a stronger effect; 200,000 compounds, 0.007% hits; E3 ubiquitin-protein ligase XIAP (Homo sapiens); in the data active = displacement above about 50%; note: a part of the inactive calls stands beside numbers as strong as those of hits
# SIAH1 antagonists: Siah-1 peptide-binding antagonists, primary screen, biochemical, fluorescence polarization, rhodamine-plectin, uHTS (AID 1817) | E3 ubiquitin-protein ligase SIAH1 (Homo sapiens) | Siah-1 / rhodamine-plectin peptide fluorescence polarization; higher % means a stronger effect | one-dose displacement, % at 20 µM; IC50 in µM for titrated hits | 290,000 compounds, 0.02% hits;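 active = displacement of at least 50% at 20 µM, with a fluorescence ratio check between 0.3 and a set limit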;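 note: plate controls were Siah plus tracer with DMSO for no effect and tracer alone without Siah for full effect; strong numbers were not always called active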
# LYP inhibition: inhibitors of LYP phosphatase, biochemical, fluorescence intensity, uHTS (AID 1779); Tyrosine-protein phosphatase non-receptor type 22 (Homo sapiens); recombinant LYP phosphatase, fluorescence intensity; higher % means a stronger effect; inhibition, % at 11.5 µM; hits with a dose series show IC50 in µM; 290,000 compounds, 0.054% hits; in the data active = inhibition above about 50%;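 note: plate controls were vehicle with enzyme for no effect and no enzyme for full effect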
# Dengue-2 NS5 capping pilot replicate: recorded beside Dengue-2 NS5 capping, whose call it bears; inhibition, %; measured here: pilot screen replicate inhibition
# * hit, by the source's call; ? = inconclusive; . = no result given. Not a hit list (roughly 1.7% active in at least one column).
SMILES,AID2073,HIV fusion peptide,SV40 large T antigen,MgcRacGAP inhibition,Dengue-2 NS5 capping,RSV antiviral HEp-2,XIAP antagonists,SIAH1 antagonists,LYP inhibition,others
Cc1ccc(-c2csc(NC(=O)CN3CCC(C(N)=O)CC3)n2)cc1,1%,0.8%,5%,0%,5%,16%,.,3%,-5%,
N/C(=N\OC(=O)c1ccc(Br)cc1)c1ccncc1,6%,1.1%,13%,2%,.,1.3%,-5.8%,5%,-10%,
Nn1cnc2scc(-c3cccs3)c2c1=O,-2%,-0.5%,3%,5%,-2%,-0.5%,-4.4%,2%,-2%,
Cc1ccc(C(=O)NCCc2csc(-c3cccnc3)n2)cc1,6%,0.6%,5%,1%,3%,2.8%,-3.8%,-2%,1%,
COc1cc(NC(=O)c2ccc(OC)c([N+](=O)[O-])c2)ccc1NC(=O)c1cccs1,46%,-2.4%,10%,11%,2%,2.0%,0.9%,3%,-3%,
c1cc(CNc2ccc3c(c2)OCO3)ccn1,-60%,4.7%,26%,64µM*,?,0.0%,-1.7%,12%,2%,
COC(=O)c1ccc(Nc2cc(C)nc3ccccc23)cc1,10%,-1.3%,6%,3%,-11%,-2.4%,.,10%,1%,
O=C(NC1CCCCC1)c1ccc(COc2ccccc2)o1,.,.,8%,8%,4%,0.7%,.,.,.,
CCCN(CCC)Cc1c(C(=O)N/N=C/c2ccoc2)nnn1-c1nonc1N,-4%,-1.2%,2%,6%,-16%,1.1%,.,-2%,-10%,
COC(=O)c1ccc(NC(=O)C(=O)N2CCN(C(=S)Nc3ccccc3OC)CC2)cc1,-16%,-2.1%,4%,12%,-1%,1.2%,3.3%,5%,-3%,
CCn1nc(C)c(CN2CCCCC2C(=O)Nc2ccc(Oc3cccnc3)cc2)c1C (stereo not drawn),-1%,0.3%,14%,9%,-7%,0.4%,.,-4%,-14%,
COc1ccc(N2CCN(C(=O)c3ccc(-c4ccccc4)cc3)CC2)cc1,15%,-1.4%,8%,1%,-7%,3.2%,.,12%,-4%,
COc1ccc(CC(=O)O/N=C(\N)Cc2ccc(OC)c(OC)c2)cc1,10%,-0.4%,14%,6%,-7%,0.8%,-2.2%,-4%,-6%,
CCN(CC)CCCNc1nnc(C)c(=O)[nH]1,-1%,-1.5%,19%,4%,-2%,2.1%,0.8%,-4%,-12%,
CCc1ccc(N(CC(=O)N2CCN(Cc3ccccc3)CC2)S(C)(=O)=O)cc1,-1%,-0.2%,4%,10%,2%,1.3%,.,3%,-7%,
CCCC(=O)Nc1ccc2nn(-c3ccc(OC)cc3)nc2c1,33%,-0.9%,3%,15%,-7%,2.5%,.,1%,-28%,Dengue-2 NS5 capping pilot replicate=-4.2
CC(=O)NCCCNS(=O)(=O)c1ccc(C)cc1,4%,1.4%,1%,7%,-7%,0.9%,-4.8%,-1%,-3%,
CC(Sc1ccccc1)C(=O)NCC1COc2ccccc2O1 (stereo not drawn),.,.,5%,-3%,-6%,-1.6%,.,.,.,
CN(CC(=O)NCc1cccnc1)S(=O)(=O)c1ccc(F)cc1,13%,-1.6%,8%,4%,-1%,1.0%,.,6%,-10%,
NC(=S)N/N=C/c1ccccc1[N+](=O)[O-],-2%,-3.4%,21%,10%,1%,6.8%,-10%,-2%,-1%,
CC(NC(=O)CNC(=O)C1O[C@@H]2OC(C)(C)O[C@@H]2[C@H]2OC(C)(C)O[C@@H]12)C(=O)O (stereo partly drawn),20%,1.0%,9%,3%,-1%,2.6%,1.8%,2%,-2%,
NNC(=O)c1ccc(N2CCCCCC2)c([N+](=O)[O-])c1,-5%,-2.9%,26%,-2%,-1%,0.5%,-0.2%,4%,3%,
CNC(=S)N/N=C(\C)c1ccc(C)c(C)c1,-19%,-1.3%,13%,6%,-3%,6.2%,-7.1%,-1%,4%,
CN(C)C(=O)NC1C=CS(=O)(=O)C1 (stereo not drawn),3%,-2.6%,18%,3%,-5%,-0.4%,-11%,-2%,-3%,
CN1c2ccccc2C(C)(C)C12CC(c1ccc(Cl)c(S(=O)(=O)N3CCCC3)c1)=NO2 (stereo not drawn),-5%,1.5%,14%,.,.,3.2%,-3.8%,0%,-3%,
SMILES,AID2073,HIV fusion peptide,SV40 large T antigen,MgcRacGAP inhibition,Dengue-2 NS5 capping,RSV antiviral HEp-2,XIAP antagonists,SIAH1 antagonists,LYP inhibition,others
O=C(N1CCCC1)C12CCC3CC(CC(C3)C1)C2,-4%,-1.9%,17%,-3%,-1%,1.0%,-1.9%,0%,-9%,
Cc1ccccc1CS(=O)(=O)c1cn(CC(=O)N2CCOCC2)c2ccccc12,-7%,-0.7%,33%,11%,-3%,0.0%,.,12%,-7%,
CC(=O)N1CCc2cc(S(=O)(=O)NC(Cc3ccccc3)C(=O)Nc3cc(C)ccn3)ccc21 (stereo not drawn),7%,-0.2%,-4%,5%,-1%,-0.8%,-5.7%,-4%,-6%,
CC(=O)NCCC(=O)Nc1nc(C)c(Cc2ccc3c(c2)OCO3)s1,12%,2.3%,-19%,10%,3%,1.5%,-5.8%,7%,-8%,
O=C1CCC(C(=O)OCC(=O)C23CC4CC(CC(C4)C2)C3)N1 (stereo not drawn),-7%,-0.9%,2%,7%,-2%,1.4%,-6.2%,2%,-6%,
CC(=O)NN1C(=O)c2ccccc2NC1c1ccco1 (stereo not drawn),14%,0.0%,24%,4%,-15%,1.4%,-6.4%,-4%,-11%,
Cc1ccc(S(=O)(=O)N2CCCCC2)cc1NC(=O)COC(=O)c1ccc2c(c1)OCO2,-3%,-2.7%,8%,3%,-3%,1.0%,-2.4%,2%,-3%,
O=[N+]([O-])c1ccc2ncnc(N3CCN(Cc4ccc5c(c4)OCO5)CC3)c2c1,5%,-0.4%,2%,12%,.,3.0%,.,0%,-1%,
Cc1ccc(N(C(=O)CS(=O)CC(=O)Nc2ccc(F)cc2)C(C)C(=O)NC(C)(C)C)cc1 (stereo not drawn),-6%,-0.7%,2%,4%,4%,1.3%,.,-6%,-7%,
COC(C(=O)Nc1ccccc1C(=O)N1CCOCC1)c1ccccc1 (stereo not drawn),7%,-1.7%,-3%,7%,-5%,1.9%,.,3%,-8%,
O=c1oc2ccccc2cc1-c1ccc(O)cc1,22%,-1.3%,?,?,-5%,2.6%,-9.0%,-4%,-9%,
COc1ccc(S(=O)(=O)N2CCCC(C(=O)NCc3ccncc3)C2)cc1Cl (stereo not drawn),-4%,-2.0%,-4%,17%,-1%,18%,-9.9%,-4%,-1%,
CCCCCCCC(=O)N/N=C(/C)c1c(O)cc(C)oc1=O,0%,1.5%,2%,6%,-7%,0.9%,-1.9%,3%,-5%,
CC(=O)N/C(=C/c1ccc2c(c1)OCO2)C(=O)NCC(=O)O,1%,1.3%,8%,4%,-3%,1.5%,-2.8%,8%,4%,
Cc1ccc2oc(=O)c3cnn(CC(=O)NCCN4CCOCC4)c3c2c1,-4%,-1.0%,8%,7%,-2%,2.0%,-1.2%,-5%,-2%,
CCCOc1ccc(C(=O)NNC(=S)NC(=O)c2cc(-c3ccccc3)nc3ccccc23)cc1,-14%,31µM*,7%,1%,-1%,2.3%,1.2%,-4%,6%,
O=C(O)CCCN1C(=O)c2cccc3cccc(c23)C1=O,21%,-0.8%,14%,6%,4%,-1.6%,.,-2%,-9%,Dengue-2 NS5 capping pilot replicate=0.0
COc1ccc(NC(=O)c2ccccc2NC(=O)c2ccccc2)cc1,8%,-1.0%,-2%,6%,-6%,1.2%,.,-3%,-8%,
O=C(NCCc1ccccc1)C(=Cc1ccc(C(=O)O)cc1)C(=O)NCCc1ccccc1,2%,2.8%,1%,11%,2%,0.6%,-2.1%,-3%,3%,
CC1=NN(C(N)=S)C(=O)C1N=Nc1ccccc1C(=O)O (stereo not drawn),7%,-2.0%,7%,14%,1%,1.5%,.,-7%,-12%,
Cn1nccc1C(=O)N1CCN(c2ccccc2F)CC1,12%,-1.3%,16%,7%,0%,0.1%,.,-2%,-15%,
O=C(NC1CCCCC1)c1ccc2c(c1)OCCO2,8%,0.0%,22%,4%,-3%,-0.1%,.,12%,-12%,
Cn1nnnc1SCC(=O)N1c2ccccc2CCc2ccccc21,32%,-0.6%,6%,-1%,0%,6.0%,-5.7%,-1%,-8%,
O=C(/C=C/c1ccc2c(c1)OCO2)NCc1ccc(F)cc1,3%,2.2%,2%,8%,-1%,?,-6.0%,1%,-3%,
CCOC(=O)C1CCCN(C(=O)/C=C/c2ccc(OC)cc2)C1 (stereo not drawn),-8%,-1.1%,0%,2%,-13%,0.8%,-3.0%,1%,1%,
SMILES,AID2073,HIV fusion peptide,SV40 large T antigen,MgcRacGAP inhibition,Dengue-2 NS5 capping,RSV antiviral HEp-2,XIAP antagonists,SIAH1 antagonists,LYP inhibition,others
CS(=O)(=O)C1=NSC2=NC(=O)/C(=C\c3cccn3-c3ccccc3Cl)C(=N)N21,69%*,78%*,20%,-16%,-38%,1.8%,-12%,12%,9%,
O=C(Nc1cccc(C(=O)Nc2ccc(Cl)cn2)c1)c1ccccc1,-1%,7.8%,2%,10%,4%,0.6%,.,12%,-7%,
CC(C)n1cnc2cc(NCc3nc4ccccc4n3C)ccc21,-20%,-0.5%,20%,14%,1%,2.0%,-11%,-8%,-2%,
CCn1cc(C(=O)OCC(=O)Nc2c(C)n(C)n(-c3ccccc3)c2=O)c(=O)c2ccc(C)nc21,2%,1.8%,3%,5%,1%,-1.3%,-1.9%,9%,-10%,Dengue-2 NS5 capping pilot replicate=2.4
Cc1nc2ccccc2nc(C)c1=NO,-6%,-2.0%,5%,1%,-2%,0.6%,-8.3%,-2%,-2%,
O=C(c1ccc2c(c1)[nH]c(=S)n1c3ccccc3nc21)N1CCN(c2ncccn2)CC1,-7%,1.2%,2%,-8%,-7%,1.7%,-3.8%,-5%,-3%,
Cc1nc(N)sc1-c1csc(Nc2cccc(O)c2)n1,8%,11%,22%,27%,-20%,49%,.,8%,-3%,
O=C(NNC(=O)c1ccc(Cl)cc1Cl)c1ccncc1,0%,2.2%,2%,-9%,-5%,0.4%,-7.6%,5%,-9%,
Cc1ccc(S(=O)(=O)N(C)c2ccc(C(=O)NCc3cccnc3)cc2)cc1,-4%,1.2%,1%,3%,4%,8.3%,.,-1%,-3%,
CC1CCN(Cc2c(C(=O)N/N=C/c3ccc(OC(C)C)cc3)nnn2-c2nonc2N)CC1,16%,0.3%,-5%,2%,-7%,3.0%,.,0%,7%,
CCc1nnc(SCc2ccc([N+](=O)[O-])cc2)nc1CC,.,.,11%,0%,-2%,1.3%,.,.,.,

# Assay outcomes: PubChem BioAssay, several laboratories
